Compound activity from PubChem BioAssay.
FN deposit inh = fibronectin deposition inhibition. AH1F fibroblasts, Alexa488-fibronectin deposition fluorescence, overnight. inhibition, % at 12.6 µM. hit rate 0.086% among 350,000;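 active = mean inhibition across replicates of 30% or more, regardless of how many single replicates reach that level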;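 also: positive control wells lacked labelled fibronectin entirely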
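Material – AH1F fibroblast monolayer, labelled fibronectin deposition · Reagent – labelled fibronectin 24 nM · Timing – 1 h adhesion, overnight exposure · Measured by – fluorescence at 485 nm excitation, 525 nm emission · Read-out – inhibition of fibronectin deposition signal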
Casp6 inh = blocks human caspase-6 cleavage activity; P55212; purified caspase-6, Z-VEID-R110 cleavage fluorescence; inhibition, % at 12.5 µM; hit rate 0.53% among 350,000; AID 686996;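 active = mean inhibition across replicates at least about 35%, with every replicate also reaching that limit, limit read from the data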;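 also: 0% = median of neutral control wells and 100% = no fluorescence left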
Target sequence (P55212 24-179 limits assumed): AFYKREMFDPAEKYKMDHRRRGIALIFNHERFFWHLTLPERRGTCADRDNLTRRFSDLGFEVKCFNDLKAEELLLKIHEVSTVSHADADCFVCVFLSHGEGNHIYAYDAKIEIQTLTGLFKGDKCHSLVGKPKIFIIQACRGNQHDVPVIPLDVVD
Target sequence (P55212 194-293 limits assumed): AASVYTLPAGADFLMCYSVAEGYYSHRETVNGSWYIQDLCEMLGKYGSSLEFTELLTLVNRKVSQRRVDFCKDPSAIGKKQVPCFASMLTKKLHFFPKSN
LGR2 inh = blocks bursicon-induced cAMP signaling via Drosophila LGR2; HEK293 LGR2, CRE-luciferase, bursicon-stimulated, 4 h; inhibition, % at 9.99 µM; hit rate 0.35% among 380,000;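 active = drop in luminescence signal, shown as inhibition above about 50% in the replicate tests, limit read from the data, passing the limit was not always enough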;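 also: agonist challenge used bursicon conditioned medium at about half maximal strength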
C2C12 statin = suppressors of simvastatin-induced myotoxicity in C2C12 myotubes; hit rate 0.78% among 330,000; rescue of ATP level, % at 7.49 µM; ATP luminescence, 48 h; scaled: DMSO 0, geranylgeraniol control 100;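 active = mean ATP rescue above about 67%, or every replicate alone reaching that limit, limit read from the data, passing the limit was not always enough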;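 also: myotubes were challenged with 10 µM simvastatin during compound exposure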
esBAF inh = inhibitors of esBAF chromatin remodeling in mouse ES cells; hit rate 2% among 350,000; reporter increase, % at 12.5 µM; Bmi1-luciferase knock-in reporter, 24 h; 100% = twice the neutral-well signal; AID 602393; in the data active = activation above about 40%;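 also: 0% = median of the plate's neutral control wells and 100% = double that signal; a rise in the Bmi1 reporter signal indicates esBAF inhibition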
S100A4 MyoIIA = inhibitors of human S100A4 binding to myosin IIA peptide; hit rate 0.14% among 360,000; inhibition, % at 10.7 µM; S100A4/TAMRA-MyoIIA peptide fluorescence polarization;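 active = mean inhibition of at least 70% across replicates, with every replicate also reaching that level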
Target sequence (P26447 whole entry, looked up): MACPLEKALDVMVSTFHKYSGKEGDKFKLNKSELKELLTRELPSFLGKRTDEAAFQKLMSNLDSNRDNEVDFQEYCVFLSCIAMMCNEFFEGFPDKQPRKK
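assay system = human S100A4 monomer with TAMRA-labelled myosin IIA peptide | also added = labelled myosin peptide probe, 5 nM | incubation = 5 min between mix addition and reading | control set = DMSO and TFP controls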
SIRT5 inh = sirtuin-5 (human) deacylase inhibition; Q9NXA8; Purified SirT5, succinyl-peptide AMC, trypsin-coupled fluorescence; inhibition, % at 15 µM; hit rate 1.1% among 330,000; AID 652115; in the data active = inhibition above about 15%
Target sequence (Q9NXA8 whole entry, looked up): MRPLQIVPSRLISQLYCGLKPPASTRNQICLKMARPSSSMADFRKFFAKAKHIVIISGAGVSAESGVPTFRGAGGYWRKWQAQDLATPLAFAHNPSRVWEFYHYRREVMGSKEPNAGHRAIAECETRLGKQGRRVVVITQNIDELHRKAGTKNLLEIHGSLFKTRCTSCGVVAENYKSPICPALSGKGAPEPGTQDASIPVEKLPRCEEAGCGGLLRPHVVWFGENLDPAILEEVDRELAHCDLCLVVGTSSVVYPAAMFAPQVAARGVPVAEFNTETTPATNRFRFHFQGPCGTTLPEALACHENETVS
* marks the source's active call; other numbers are inactive results; x = no result given. This is a subset; count on the stated rates, not on these rows.

molecule	FN deposit inh	Casp6 inh	LGR2 inh	C2C12 statin	esBAF inh	S100A4 MyoIIA	SIRT5 inh
CC1CCN(C(C(=O)NC2CCCCC2)c2cc3c(cc2[N+](=O)[O-])OCO3)CC1 (stereo not drawn)	-2.8	1.2	x	7.3	4.6	3.4	x
CC(=O)Nc1ccc(S(=O)(=O)Oc2ccccc2N2CCCCC2)cc1	-1.3	-10.5	x	x	x	-29.7	-10.8
Cc1ccc(C(=O)NCC(=O)OCN2C(=O)c3ccccc3C2=O)cc1C	0.6	-0.8	-33.0	-1.3	-3.3	-1.2	-0.7
CN(C(=O)c1cccc(S(=O)(=O)N2CCOCC2)c1)c1c(N)n(Cc2ccccc2)c(=O)[nH]c1=O	-5.6	1.7	3.7	-5.6	-1.9	3.2	-6.2
CCCC#Cc1cnc2c(c1)C(=O)N([C@H](C)CO)C[C@H](C)[C@@H](CN(C)C(=O)CN1CCOCC1)O2	-12.1	0.4	-32.4	6.8	2.3	-1.2	-22.2
Cc1ccc(C)c(OCC(=O)Nc2ccc3c(c2)OCO3)c1	x	0.0	x	x	x	-28.3	-2.2
O=C1C2C3C=CC(C3)C2C(=O)N1c1ccccc1 (stereo not drawn)	8.4	x	x	9.0	-3.4	x	x
CCOc1ccc(S(=O)(=O)N2CCCC(C(=O)NCc3ccncc3)C2)cc1 (stereo not drawn)	9.9	1.5	5.8	x	x	-0.9	-2.5
Cc1ccc(S(=O)(=O)N/N=C\C=C\c2ccccc2)cc1	x	1.9	2.8	x	x	-3.0	1.0
COC(=O)c1ccc(C23CC4(C2)[C@H](CN(Cc2ccc(-c5ccccc5)cc2)[C@@H]4c2ccccc2)C3c2ccccc2)cc1 (stereo partly drawn)	-8.8	-4.9	6.4	4.9	-0.2	-9.1	x
C[C@@H]1CN([C@@H](C)CO)C(=O)c2cc(-c3cccc(F)c3)cnc2O[C@H]1CN(C)C(=O)C1CCOCC1	x	0.4	5.6	-0.6	-1.4	1.4	3.3
Cn1nccc1C(=O)Nc1cccc(C(F)(F)F)c1	x	-0.4	-4.3	1.7	-0.3	6.1	-1.7
CCC(=O)N1[C@H](C(=O)N2CCCCC2)[C@@H](CO)[C@@H]2Cn3c(cccc3=O)[C@@H]21	x	1.8	1.6	-3.9	7.1	10.7	-2.5
CCCn1c(N)c(N(CCOC)C(=O)c2ccc([N+](=O)[O-])cc2Cl)c(=O)[nH]c1=O	0.9	2.3	7.3	22.1	-5.1	-0.1	-4.5
CN(C)C(=O)c1cccc(-c2ccc([C@H]3[C@H]4CN(C(=O)C5CCCC5)CCCCN4[C@H]3CO)cc2)c1	x	-0.5	x	x	x	4.1	4.7
Cc1noc(C)c1S(=O)(=O)N(C)C[C@@H]1Oc2ccc(NC(=O)NC(C)C)cc2CC(=O)N([C@@H](C)CO)C[C@@H]1C	x	0.4	-13.5	24.1	-12.1	24.9	-4.6
O=C(COS(=O)c1ccccc1)Nc1cc(Cl)ccc1N1CCOCC1 (stereo not drawn)	-21.7	-2.9	-1.9	12.3	-6.4	-6.6	-6.2
Cc1nn(C)cc1CN(C)C(=O)c1nn2c(c1Cl)NC(c1cccs1)CC2C(F)(F)F (stereo not drawn)	6.2	x	x	22.1	8.1	x	x
Cc1ccc(S(=O)(=O)N2CCN(c3cccc(C)c3)CC2)cc1	1.2	-3.8	-4.6	-3.3	-3.3	1.4	-1.8
O=C(c1cccc(Cl)c1)N1CCCC(C(=O)N2CCN(c3ccccc3)CC2)C1 (stereo not drawn)	x	3.9	5.5	-0.5	0.9	2.1	-2.4
CCOC(=O)N1CCN(Cc2c(F)cccc2F)CC1	x	x	-0.9	7.1	1.6	x	x
O=C1C2C3c4ccccc4C(c4ccccc43)C2C(=O)N1CN1CCOCC1 (stereo not drawn)	x	4.1	8.0	27.7	-0.5	0.1	-1.9
O=C(/C=C\Nc1ccc(Cl)cn1)c1ccc(Br)cc1	-5.4	x	-54.4	x	x	0.5	0.9
O=C(C[C@H]1CC[C@@H]2[C@H](COC[C@H](O)CN2Cc2cccc(Cl)c2)O1)N1CCCCC1	0.7	3.0	14.1	20.1	0.6	-3.3	-1.0
OCC[C@H]1C[C@H](O)[C@@H](O)[C@@]2(CCc3ccccc3CO2)O1	2.6	-1.4	-8.5	11.3	-6.6	4.5	0.5
CC(=O)OC[C@H]1O[C@@H](n2ncc(=O)[nH]c2=O)[C@H](OC(C)=O)[C@@H]1OC(C)=O	x	x	x	6.2	48.0*	-10.4	x
COc1ccc(/C=C2\SC(=O)N(CC(=O)N(C)C3CCS(=O)(=O)C3)C2=O)cc1 (stereo not drawn)	0.9	13.6	28.6	17.7	4.1	-2.6	3.5
CCCC(C)(C)C(=O)N1CCC1(C)C(=O)NS(=O)(=O)c1cccc(Cl)c1 (stereo not drawn)	8.2	0.1	-15.1	12.8	-3.7	-10.1	-1.1
OCC[C@@H]1C[C@H](O)[C@@H](O)[C@]2(OCCc3cc(Cl)ccc32)O1	-6.8	-1.4	7.7	6.3	5.7	-2.5	1.0
C[C@@H]1CN([C@@H](C)CO)C(=O)c2cc(NS(=O)(=O)c3ccc(Cl)cc3)ccc2O[C@H]1CN(C)Cc1ccccc1	x	0.6	-17.9	23.7	1.5	10.0	3.8
O=C(COC(=O)CCC1CCCC1)NCc1ccc(Cl)cc1	-2.8	x	-8.1	2.2	0.3	-0.4	-0.7
COc1ccccc1-c1cc(C(=O)NC(C)C)no1	x	-8.1	-71.4	x	51.7*	-4.7	21.9*
CCOC(=O)C1(C)CCCCCN1C(=O)c1ccco1 (stereo not drawn)	4.1	-2.7	-2.8	10.7	-1.6	-15.2	-1.2
Cc1cc(C(=O)C[N+]2(C)CCOCC2)c(C)n1-c1ccc(Br)cc1	x	-2.4	-19.5	x	x	-1.7	-1.6
C[C@H](CO)N1C[C@H](C)[C@@H](CN(C)C(=O)Nc2ccc3c(c2)OCO3)Oc2ccc(NC(=O)Cc3ccccc3)cc2CC1=O	x	-1.4	-8.2	20.1	1.6	-6.7	-5.0
COc1cc(OC)cc(-c2nc3ccccc3c(=O)o2)c1	x	x	-6.5	-6.1	-8.8	x	x

Entries of single compounds as entered above:
C[C@H](CO)N1C[C@H](C)[C@@H](CN(C)C(=O)Nc2ccc3c(c2)OCO3)Oc2ccc(NC(=O)Cc3ccccc3)cc2CC1=O is listed as FN deposit inh: x; Casp6 inh: -1.4; LGR2 inh: -8.2; C2C12 statin: 20.1; esBAF inh: 1.6; S100A4 MyoIIA: -6.7; SIRT5 inh: -5.0
CC(=O)OC[C@H]1O[C@@H](n2ncc(=O)[nH]c2=O)[C@H](OC(C)=O)[C@@H]1OC(C)=O is listed as FN deposit inh: x; Casp6 inh: x; LGR2 inh: x; C2C12 statin: 6.2; esBAF inh: 48.0*; S100A4 MyoIIA: -10.4; SIRT5 inh: x
OCC[C@@H]1C[C@H](O)[C@@H](O)[C@]2(OCCc3cc(Cl)ccc32)O1 is listed as FN deposit inh: -6.8; Casp6 inh: -1.4; LGR2 inh: 7.7; C2C12 statin: 6.3; esBAF inh: 5.7; S100A4 MyoIIA: -2.5; SIRT5 inh: 1.0

(further entries)
molecule	FN deposit inh	Casp6 inh	LGR2 inh	C2C12 statin	esBAF inh	S100A4 MyoIIA	SIRT5 inh
CC(C)C(OC(=O)CN1C(=O)c2ccccc2C1=O)C(=O)NC1CCCC1 (stereo not drawn)	-3.3	x	15.1	-2.1	-4.3	-0.9	-3.6
CN(C)CC(=O)N1[C@@H](CO)[C@@H](c2ccccc2)C12CN(Cc1cccnc1)C2	-2.3	-2.2	13.0	x	x	-1.5	3.1
C[C@@H]1CN([C@H](C)CO)C(=O)c2cc(NC(=O)Nc3ccc(C(F)(F)F)cc3)ccc2O[C@@H](C)CCCCO[C@@H]1CN(C)C(=O)c1ccccc1	x	2.1	12.1	x	0.9	0.4	1.6
CC(NC(=O)CCCCCNC(=O)N1CCn2c1nc1ccccc12)c1ccccc1 (stereo not drawn)	-10.8	-1.4	11.4	14.2	-2.6	-1.9	-2.8
Cc1noc(C)c1S(=O)(=O)Nc1ccc2c(c1)C(=O)N([C@@H](C)CO)C[C@H](C)[C@H](CN(C)Cc1ccc(C(F)(F)F)cc1)OCCCC[C@@H](C)O2	x	-4.6	3.7	x	-3.4	-6.7	x
CC/C=C(/NC(C)=O)c1ccccc1	-20.9	-1.4	-9.0	-6.9	-4.6	5.7	-1.0
CCN(CC)C1CCN(C(=O)c2ccc(OC3CCN(Cc4ccccn4)CC3)cc2)C1 (stereo not drawn)	13.8	-17.5	-10.5	-7.8	-0.5	-6.2	1.5
CS(=O)(=O)N(CC(=O)N1CCN(Cc2ccc3c(c2)OCO3)CC1)C1CCCCC1	-6.5	4.0	2.7	x	x	-26.5	-2.9
OCc1ccccc1CN1CCCCCC1	9.1	-2.1	-4.2	x	x	6.9	0.3
O=C(C[C@H]1CC[C@@H]2[C@H](COC[C@H](O)CN2S(=O)(=O)c2ccc(Oc3ccccc3)cc2)O1)Nc1ccccc1	7.2	4.4	3.3	-10.1	-1.8	-1.3	5.9
CC1=C(C(=O)OC(C)(C)C)C(c2ccc3ccccc3c2)NC(=O)N1C (stereo not drawn)	0.5	1.8	-13.0	23.3	1.1	-0.4	-3.1
O=C(CNC(=O)c1ccc(Cl)cc1Cl)OCc1nc2ccccc2s1	-6.0	3.0	x	x	x	-3.0	-1.2
C[C@@H]1CCCCO[C@@H](CN(C)CC2CC2)[C@H](C)CN([C@H](C)CO)C(=O)c2cc(NC(=O)Nc3ccc(F)cc3)ccc2O1	-10.3	-0.7	-1.9	6.4	-2.0	-3.1	-1.9
CC1(C(=O)NC2CCCCCC2)CCN1C(=O)Cc1ccc(-c2ccccc2)cc1 (stereo not drawn)	x	2.7	17.6	9.6	10.2	-0.2	-3.8
CCCNC(=O)C[C@H]1C[C@H]2c3cc(NC(=O)CN(C)C)ccc3O[C@H]2[C@@H](CO)O1	-6.0	x	-10.9	4.0	-1.5	x	x
Nc1c(Br)c(=O)[nH]c(=O)n1-c1ccc(F)cc1	-3.5	1.6	2.9	x	x	-3.2	-3.6
CC(C)CN1CCC(=O)N([C@H](CO)c2ccccc2)CC1	0.3	-0.9	5.3	x	x	-2.8	x
C[C@@H]1CCCCO[C@H](CN(C)C(=O)CCC(F)(F)F)[C@H](C)CN([C@H](C)CO)C(=O)c2cc(NS(=O)(=O)c3ccc(Cl)cc3)ccc2O1	-3.3	1.2	7.6	x	12.6	6.9	13.1
Cc1ccccc1OCC(=O)Nc1ccc(N2CCN(C(=O)c3ccco3)CC2)cc1	5.1	-3.4	-5.3	19.6	3.2	-2.4	7.9
COC(=O)CCN1CCC(c2cc(-c3cccc(C(F)(F)F)c3)n[nH]2)CC1	-0.3	x	-12.1	-12.3	-2.1	-15.6	-2.6
CCCCCCCCn1c(=O)c(C(=O)OC)c(N)c2ccccc21	-4.7	0.9	15.1	x	x	-10.1	3.5
CCOc1ccc2oc(C(=O)Nc3ccc4c(c3)OCO4)c(C)c2c1	1.3	x	-99.3	x	x	2.1	-0.1
CCC(=O)NC(=S)Nc1ccc(S(=O)(=O)NC(C)C)cc1	x	1.4	-2.1	-2.2	-5.7	-7.9	-2.7
COCC(=O)Nc1ccc2c(c1)C(=O)N(C)C[C@@H](OC)[C@@H](C)CN(C(=O)c1ccccc1)[C@H](C)CO2	8.7	x	5.4	5.4	-19.1	-1.1	2.7
NS(=O)(=O)c1ccc(N2CCOCC2)c(C(=O)NCCCSc2ccccc2)c1	-2.6	3.2	-2.7	12.9	2.0	4.0	0.0
COc1cc2c(cc1OC)-c1onc(-c3ccc(OCCO)cc3)c1CCCN(CC(C)O)CC2 (stereo not drawn)	x	1.2	x	x	x	-1.1	-3.3
